# High-throughput results as filed in PubChem.
# PfHsp90 set2 = growth inhibition of PfHsp90-expressing yeast, primary screen, antimalarial PfHsp90 inhibitor project, S. cerevisiae, BacTiter-Glo luminescence, single point, set 2; BacTiter-Glo ATP, 48 h; yeast lacking PDR1 and PDR3 efflux regulators; inhibition, % at 9.4 µM; 310,000 compounds, 0.32% hits; AID 504621, 2011;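 active = every replicate shows inhibition above about 80%, whatever the replicate mean, limit read from the data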;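 also: 0% = DMSO neutral controls and 100% = 20 µM radicicol positive controls; yeast relying on Plasmodium falciparum Hsp90 in place of its own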
# dFosB act = activators of delta FosB homodimer, primary screen, biochemical, fluorescence polarization, TAMRA-CDK5 oligo, single point | Protein FosB (Mus musculus), P13346 | purified delta FosB; percent of positive-control signal above neutral wells | activation, % at 25 µM | 340,000 compounds, 0.99% hits | AID 493131, 2011;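 active = mean activation above about 17%, with every replicate also reaching it, limit read from the data, passing the limit was not always enough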;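 also: fluorescence polarization rise as delta FosB binds a TAMRA Cdk5 AP-1 oligo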
# Rtt109 Vps75 = inhibitors of C. albicans Rtt109/Vps75 HAT, primary screen, biochemical, ThioGlo CoA-SH fluorescence, plate reader | 330,000 compounds, 0.16% hits | purified Rtt109/Vps75, 4 h | Histone acetyltransferase RTT109 (Candida albicans (strain SC5314 / ATCC MYA-2876)), … | inhibition, % at 34.9 µM;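 active = inhibition of at least 50% in every replicate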
# Target sequence (Q5AAJ8 whole entry, looked up): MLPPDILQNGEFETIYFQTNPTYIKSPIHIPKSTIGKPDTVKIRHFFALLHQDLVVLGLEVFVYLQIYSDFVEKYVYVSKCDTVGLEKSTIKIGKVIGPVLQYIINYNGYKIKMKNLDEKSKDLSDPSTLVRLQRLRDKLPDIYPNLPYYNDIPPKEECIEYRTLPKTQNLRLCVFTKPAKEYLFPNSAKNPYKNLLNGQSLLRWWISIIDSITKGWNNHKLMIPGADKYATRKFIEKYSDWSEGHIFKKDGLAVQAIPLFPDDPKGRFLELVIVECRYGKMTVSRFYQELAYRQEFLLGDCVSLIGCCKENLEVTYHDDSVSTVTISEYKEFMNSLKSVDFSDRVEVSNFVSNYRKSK
# PvdQ acylase = P. aeruginosa PvdQ acylase inhibitors, primary screen, biochemical, fluorescence, plate reader and imaging, single point; PvdQ acylase [Pseudomonas aeruginosa LESB58]; purified PvdQ acylase; inhibition, % at 10 µM; 340,000 compounds, 0.063% hits; in the data active = inhibition above about 30%, passing the limit was not always enough;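 also: 0% = vehicle neutral wells and 100% = reference inhibitor wells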
# SR-BI uptake up = activators of SR-BI mediated DiI-HDL uptake, primary screen, ldlA[mSR-BI] CHO cells, DiI fluorescence. 3 h; 100 = double the neutral-control signal. AID 504775, 2011. 320,000 compounds, 0.096% hits. activation, % at 12.5 µM;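 active = mean replicate activation of at least 60% and every replicate at or above 60%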;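 also: 0% = median plate neutral-control signal and 100% = twice that signal; values of inactives mirror those of a sister screen read the other way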
#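 Material – SR-BI-overexpressing, LDLR-lacking CHO cells · Medium – BSA-supplemented, HEPES-buffered Ham's F12, pH 7.4 · Doses – single concentration · Times – compound with DiI-HDL co-incubation, 3 h at 37 °C · Measured by – bottom-read fluorescence, 550/595 nm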
# CAL PDZ FP-1 = CAL PDZ peptide-binding inhibitors, primary screen, biochemical, fluorescence polarization, Cer-tagged CAL PDZ, HTS; Golgi-associated PDZ and coiled-coil motif-containing protein (Homo sapiens), Q9HD26; purified CAL PDZ, TMR-peptide fluorescence polarization, 1 h; inhibition, % at 20 µM; 330,000 compounds, 0.02% hits; AID 504414, 2011;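 active = highest replicate inhibition of at least 40%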;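 also: plate controls were DMSO neutral control wells for no effect and unlabeled competitor peptide control wells for full effect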
#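 Read-out basis: mP drop reported as inhibition | Assay system: Tagged CAL PDZ protein CerCALP, purified | Benchmarks: Unlabelled peptide for full inhibition, DMSO wells as neutral | Schedule: 1 h incubation at room temperature before polarization reading | Buffer or medium: Sodium phosphate/NaCl buffer pH 7.4 with TCEP, IgG, Thesit | Doses: Single point, 20 µM | Measured by: Fluorescence polarization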
# SR-BI DiI inh = inhibitors of SR-BI mediated HDL lipid uptake, primary screen, ldlA[mSR-BI] cells, fluorescence, single point | AID 488896, 2010 | inhibition, % at 12.5 µM | ldlA[mSR-BI] CHO cells, DiI-HDL uptake fluorescence, 3 h | 320,000 compounds, 0.96% hits | Scavenger receptor class B member 1 (Mus musculus), Q61009;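 active = mean replicate inhibition of at least 70% and a set share of replicates each scoring 70 or more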;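 also: 0% = median of neutral control wells and 100% = median of positive control wells; values of inactives mirror those of a sister screen read the other way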
# Target sequence (Q61009 whole entry, looked up): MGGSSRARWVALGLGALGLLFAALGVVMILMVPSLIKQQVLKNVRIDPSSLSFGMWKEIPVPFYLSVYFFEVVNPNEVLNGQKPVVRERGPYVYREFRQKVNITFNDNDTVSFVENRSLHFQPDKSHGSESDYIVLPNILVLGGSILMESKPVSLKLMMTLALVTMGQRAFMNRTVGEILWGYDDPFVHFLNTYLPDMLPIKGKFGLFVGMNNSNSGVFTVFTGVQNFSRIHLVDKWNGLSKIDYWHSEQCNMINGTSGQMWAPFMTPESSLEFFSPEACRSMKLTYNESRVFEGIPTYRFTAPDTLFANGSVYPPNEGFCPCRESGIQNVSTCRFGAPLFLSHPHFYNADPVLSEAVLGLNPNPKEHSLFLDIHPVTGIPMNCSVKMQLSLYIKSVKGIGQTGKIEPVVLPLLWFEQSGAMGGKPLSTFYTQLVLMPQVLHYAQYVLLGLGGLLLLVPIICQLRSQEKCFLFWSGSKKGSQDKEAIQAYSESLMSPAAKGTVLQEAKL
# MITF TRPM1 HTS = activators of MITF-driven TRPM1 promoter reporter, primary screen, cell-based, SK-MEL-5, luciferase, single point. SK-MEL-5 TRPM1-promoter luciferase, 24 h; % of positive control, neutral wells = 0. activation, % at 12.5 µM. 300,000 compounds, 0.75% hits. AID 588334, 2011;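 active = mean activation of at least 80% with every replicate also reaching 80%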;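 also: 0% = neutral control wells and 100% = parthenolide positive control wells; values of inactives mirror those of a sister screen read the other way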
# NSD2 HMT inh = NSD2 histone methyltransferase inhibitors, primary screen, biochemical, AlphaScreen, single concentration, set 2 | Histone-lysine N-methyltransferase NSD2 (Homo sapiens), O96028 | 310,000 compounds, 0.54% hits | inhibition, % at 12.5 µM | NSD2 peptide methylation, 120 min; in the data active = inhibition above about 50%
# CAL PDZ FP-2 = untagged CAL PDZ binding inhibitors, primary screen, biochemical, fluorescence polarization, HTS; Golgi-associated PDZ and coiled-coil motif-containing protein (Homo sapiens), Q9HD26; purified CAL PDZ, TMR-peptide fluorescence polarization, 1 h; inhibition, % at 24.9 µM; 300,000 compounds, 0.92% hits; AID 602252, 2012;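 active = mean inhibition of at least 30% with at least half of replicates also reaching 30%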;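 also: 0% = DMSO neutral control and 100% = excess unlabeled competitor peptide PRC23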
# * = called active by the depositor; / = not tested or not shown.
SMILES,PfHsp90 set2,dFosB act,Rtt109 Vps75,PvdQ acylase,SR-BI uptake up,CAL PDZ FP-1,SR-BI DiI inh,MITF TRPM1 HTS,NSD2 HMT inh,CAL PDZ FP-2
Cc1c(OC(C)C(=O)NCC2CCC(C(=O)O)CC2)ccc2c1oc(=O)c1ccccc12 (stereo unspecified),-19.7,-2.3,-0.3,-6.6,-0.1,-0.6,0.1,16.0,/,-0.8
Cc1ccc(-n2c([C@@H]3C[C@H]3c3ccccc3)n[nH]c2=S)cc1,20.3,-4.0,7.3,-13.4,27.6,-0.8,-27.6,-4.2,-0.7,0.4
NC(=O)c1c(NC(=O)c2ccc([N+](=O)[O-])o2)sc2c1CCCC2,-67.1,-6.5,-3.8,8.1,20.6,-0.8,-20.6,-60.9,-2.2,-1.1
C=CCOc1ccc(CNc2nn[nH]n2)cc1OC,4.7,-2.8,5.1,-5.6,17.7,-0.1,-17.7,1.9,7.8,-1.0
COc1cc(OC)c(C2=NOC(C(=O)NCc3ccc4c(c3)OCO4)C2)cc1Cl (stereo unspecified),-10.5,-5.0,-11.5,-5.3,-0.7,-3.3,0.7,-6.5,0.5,-3.2
O=C(CSc1ncnc2c1cnn2-c1ccc(F)cc1)NC1CCCC1,-4.2,9.0,0.4,7.5,6.5,-2.6,-6.5,1.5,-4.2,0.3
NS(=O)(=O)c1ccc(CCNC(=O)CCCOc2ccccc2)cc1,-3.3,2.2,12.1,18.2,-7.6,-0.1,7.6,4.0,-0.7,-3.9
CCCCn1c(N)c(N(CC(C)C)C(=O)C2CCC2)c(=O)[nH]c1=O,23.9,-1.1,4.0,-8.7,5.1,-0.2,-5.1,6.4,-1.9,-3.5
CCOC(=O)N1CCN(S(=O)(=O)c2ccc(C(=O)Nc3nc4c(s3)CC(C)CC4)cc2)CC1 (stereo unspecified),-18.4,-12.6,3.7,-5.7,5.1,-1.6,-5.1,-13.6,/,-4.2
c1nc2n(n1)C1=C(CCCC1)C1(CCCCC1)N2,2.2,4.8,-11.7,4.7,-8.8,-0.9,8.8,0.9,8.0,5.3
CC(C)C(=O)Nc1ccc(C(=O)NNC(=O)C(c2ccccc2)c2ccccc2)cc1,/,11.0,22.2,5.0,-10.8,-2.3,10.8,2.8,1.6,-1.4
CCN(CC(=O)Nc1ccc2c(c1)OCCO2)C(=O)c1ccc(CS(C)(=O)=O)cc1,-2.4,3.2,2.8,-1.8,-8.7,1.6,8.7,19.6,-0.5,-1.5
CC(=O)C1C(c2ccco2)c2c(noc2C)CC1(C)O (stereo unspecified),/,0.2,/,4.5,12.7,-0.8,-12.7,/,8.9,-1.5
O=C(CCOc1ccccc1)Nc1ccnn1C1CCN(Cc2ccccc2)CC1,5.3,-8.7,-2.7,3.7,22.3,-1.6,-22.3,15.3,-1.0,1.0
CCC1Nc2ncnc(N3CCOCC3)c2N(Cc2ccc(C)cc2)C1=O (stereo unspecified),-17.2,14.8,-1.1,7.4,13.9,-0.5,-13.9,4.6,/,0.9
O=C(C1CCCCC1)N(Cc1ccccc1)c1ccccn1,-3.8,1.6,-1.9,-4.1,18.7,-0.6,-18.7,7.1,3.5,5.7
COc1ccc(C)cc1NC(=O)c1ccc(NS(=O)(=O)c2cccs2)cc1,-14.7,-4.1,10.6,7.9,-37.4,-2.5,37.4,-8.2,24.8,-7.7
CSc1nc2ncc(C#N)cn2n1,4.9,-5.9,-2.7,13.3,-5.7,-2.3,5.7,4.2,0.4,1.0
CC[C@H](C)[C@@H](C(=O)NCCCCCCCCCCC(=O)N1CCNCC1)n1cc(CCCCCN)nn1,7.0,5.5,11.9,-9.8,5.7,-0.4,-5.7,3.9,/,-0.7
CC1CCC(NC(=O)COC(=O)CCC(=O)c2ccc(Cl)s2)CC1 (stereo unspecified),7.3,-2.8,8.2,0.0,10.8,-2.0,-10.8,7.6,/,-0.8
CC(C)NC(=O)c1onc(CSc2cccc3ccccc23)c1C(=O)O,-18.9,0.7,-4.6,-12.5,21.4,-0.3,-21.4,-11.5,/,-5.2
COc1ccc(O)c(C(=O)c2cnn(S(=O)(=O)c3ccc(C)cc3)c2)c1,-7.3,-4.7,-1.4,5.9,9.0,-0.5,-9.0,/,/,-1.6
CCCNC(=O)c1ccccc1N1CCN(CCCCN2C(=O)C3CCCCN3C2=O)CC1 (stereo unspecified),-8.0,0.8,7.1,-2.4,-3.1,0.1,3.1,/,7.8,1.2
COc1ccc(C(=O)C[n+]2ccc3c(c2)nc(-c2cc(OC)c(OC)cc2OC)n3C)cc1,4.6,0.0,-0.9,0.2,-22.7,-0.4,22.7,-2.0,/,-1.7
CCOc1ccccc1NC(=O)C1CCCN(C(=O)Nc2ccccc2)C1 (stereo unspecified),-2.0,-1.6,4.8,8.0,-24.5,-0.3,24.5,13.8,-1.1,-1.6
# Remaining list, next part:
SMILES,PfHsp90 set2,dFosB act,Rtt109 Vps75,PvdQ acylase,SR-BI uptake up,CAL PDZ FP-1,SR-BI DiI inh,MITF TRPM1 HTS,NSD2 HMT inh,CAL PDZ FP-2
O=C(Nc1cccc(S(=O)(=O)Nc2ccc(Cl)cc2)c1)c1ccc[n+]([O-])c1,36.9,-12.7,8.1,-4.4,/,-0.6,/,3.8,11.1,0.6
O=C(CSc1nnc(-c2cccnc2)n1CCN1CCCCC1)Nc1cccc(Cl)c1,1.3,-7.5,12.0,1.5,16.3,-1.1,-16.3,1.6,0.6,-1.8
COc1ccc(CNCc2ccc(OC)c3ccccc23)cc1,1.3,0.8,0.1,-8.0,1.3,-3.1,-1.3,-8.6,5.6,-5.8
Cc1cccc(C2NC(=O)c3ccccc3N2)c1 (stereo unspecified),-0.4,-0.5,5.8,-21.3,8.7,-0.8,-8.7,/,-4.0,-12.1
C=CCC[C@@H](Cc1ccc(F)cc1)C(=O)OC[C@H](C)NC(=O)[C@@H](CC=C)CC(=O)N(CCO)Cc1ccccc1,-11.3,-13.9,-4.0,-4.7,-49.0,-1.0,49.0,-4.7,/,-2.2
Cc1ccccc1OCC(O)CN1CCCCC1 (stereo unspecified),3.0,-3.9,19.7,-11.8,0.3,0.0,-0.3,/,1.2,/
CCc1nnc(NC(=O)CCC(=O)N2CCN(Cc3ccc(F)cc3)CC2)s1,-2.0,3.4,3.9,6.0,11.0,-0.6,-11.0,-1.9,-4.2,3.2
Cc1[nH]n(-c2ccc(Cl)cc2)c(=O)c1C=NC12CN3CN(CN(C3)C1)C2,20.7,0.2,14.9,-11.2,6.5,0.2,-6.5,-1.2,-0.5,0.4
CC(C)(C)N(CC#CCC(O)(c1ccccc1)C1CCCC1)CCO (stereo unspecified),26.2,-8.2,-1.2,-8.8,11.7,-0.3,-11.7,9.8,16.6,1.7
C=CCSc1ncccc1C(=O)NCCc1ccccc1,3.1,-2.8,8.0,8.9,11.7,-0.3,-11.7,-6.0,-6.7,0.5
Cc1nc(SCC(=O)NC(=O)NC(C)C)nc(C)c1C,0.2,-9.6,9.7,10.8,-3.3,-3.1,3.3,-16.9,-2.3,-0.9
COc1cc(N2CCCC2)c(OC)cc1/C=C(/C#N)c1ccc(Br)cc1,-23.6,-14.5,5.8,-3.8,-2.1,0.1,2.1,/,19.6,-3.6
CCOC(=O)c1sc(NC(=O)COc2ccc3c(c2)OCO3)nc1C,-0.7,0.2,-6.9,-9.5,/,0.3,/,/,114.0*,1.3
Cc1ccc(NC(=S)N2CCN(S(=O)(=O)c3ccc(C)cc3)CC2)cc1,-12.5,-3.8,-5.8,-5.0,17.6,8.7,-17.6,2.3,0.9,-3.8
Cc1ccc(CN2CCN(Cc3cn[nH]c3C3CCCCC3)CC2CCO)cc1 (stereo unspecified),-10.9,-17.6,9.5,-8.3,2.5,-4.1,-2.5,13.5,-1.0,-1.6
Cc1ccccc1Nc1nc(N)nc(CSc2ccc(F)cc2)n1,-7.2,-2.8,6.1,-5.3,-6.9,-1.1,6.9,89.2*,0.4,/
COc1ccc2c(c1)OC[C@H]1[C@H]2N2C(=O)CN(Cc3ccccc3)C(=O)[C@@]2(C)[C@H]1c1ccccc1,20.7,-9.2,6.5,-1.5,-24.9,-3.4,24.9,-4.9,/,-10.5
CCN1CCN(C(=O)c2nn(-c3ccc(OC)cc3)c(=O)c3c2c2ccccc2n3C)CC1,/,-6.1,-0.9,1.4,-5.4,-2.3,5.4,4.0,4.0,-1.8
Cc1ccc(Cl)cc1N1C(=O)CC(Sc2ncccn2)C1=O (stereo unspecified),-6.4,3.8,3.3,2.9,1.0,-1.1,-1.0,/,-3.4,/
Cc1cc(N2CCN(c3ccccc3)CC2)nc(N)n1,-18.8,0.1,-1.0,-17.8,14.2,0.1,-14.2,15.4,1.5,6.3
CCc1cccc(NC(=O)C2CCCN2S(=O)(=O)c2cccc3cccnc23)c1 (stereo unspecified),-4.5,-8.2,30.3,4.7,/,-4.1,-13.2,-7.4,-4.3,-3.5
COc1ccc(N2C(=O)CC(Nc3cccc(C(C)=O)c3)C2=O)cc1OC (stereo unspecified),-1.6,-3.0,-4.2,3.6,-7.6,1.5,7.6,3.3,-1.4,/
O=C(O)CN1C(=O)C2(OCCO2)c2cc(Br)ccc21,-12.8,-0.1,-1.0,14.0,11.7,0.2,-11.7,/,-1.7,/

# Arranged by molar mass (rising): some entries from above
SMILES,PfHsp90 set2,dFosB act,Rtt109 Vps75,PvdQ acylase,SR-BI uptake up,CAL PDZ FP-1,SR-BI DiI inh,MITF TRPM1 HTS,NSD2 HMT inh,CAL PDZ FP-2
Cc1cc(N2CCN(c3ccccc3)CC2)nc(N)n1,-18.8,0.1,-1.0,-17.8,14.2,0.1,-14.2,15.4,1.5,6.3
Cc1nc(SCC(=O)NC(=O)NC(C)C)nc(C)c1C,0.2,-9.6,9.7,10.8,-3.3,-3.1,3.3,-16.9,-2.3,-0.9
Cc1[nH]n(-c2ccc(Cl)cc2)c(=O)c1C=NC12CN3CN(CN(C3)C1)C2,20.7,0.2,14.9,-11.2,6.5,0.2,-6.5,-1.2,-0.5,0.4
CCc1nnc(NC(=O)CCC(=O)N2CCN(Cc3ccc(F)cc3)CC2)s1,-2.0,3.4,3.9,6.0,11.0,-0.6,-11.0,-1.9,-4.2,3.2
